Source: PubChem BioAssay (National Center for Advancing Translational Sciences (NCATS))
TGFb SMAD3 inh – blocks TGF-b signaling; HepG2 CAGA-GFP TGF-b/SMAD3 reporter, GFP fluorescence, 18 h; TGF-beta stimulated, 500 pg/mL final; 410,000 tested, 1.2% active; Potency, µM (highest dose often 46.1 µM), without a hit: at the top dose activity, negative = inhibition, actives largely listed as inhibitors; note: potency is the fitted concentration of half-maximal effect; % is set by controls: 0 for no effect and ±100 for the full control effect; nearly all actives have a fitted effect of over 65% in size
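HEPG2 CAGA-GFP, 1000 cells/well; 2 h settle, 37 C; cpd via pin tool; TGF-b 500 pg/mL final; 18 h, 37 C; GFP imaging ex488/em500-530; %Activity normalised to -TGF-b and +DMSO controls; CRC fit, curve class.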
S2 tox – viability counter-screen for ATXN expression inhibitors; S2 cells (HEK-293 line with an ATXN2-luciferase reporter) viability, CellTiter-Fluor protease fluorescence, 24 h; 400,000 tested, 0.49% active; Potency, µM (series often up to 56.7 µM), hits mostly cytotoxic; AID 651635; note: potency is the fitted concentration of half-maximal effect; nearly all actives have a fitted effect of over 40% in size
HepG2 viability – kills HepG2 cells in TGF-b inhibitor counter-screen; Potency, µM (highest dose often 46.1 µM), for the others: top-dose activity change, negative = cytotoxicity, most hits filed as cytotoxic; 410,000 tested, 0.76% active; HepG2 CAGA-GFP viability, ATP luminescence, 18 h; AID 588856; note: potency is the fitted concentration of half-maximal effect; some results filed as inactive show a strong effect at the top dose
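CellTiter-Glo luminescence gave cytotoxicity after 18 hours at 37 degrees C. The cells were HepG2 CAGA-GFP in 1% FBS DMEM, stimulated with 500 pg/mL TGF-beta after compound addition. %Activity was normalised to no-cell wells (complete cell-killing) and DMSO (no toxicity), and curves were fitted and classified.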
A549 tox – A549 cytotoxicity, counter-screen for Nrf2 inhibitors | A549 ARE-Fluc cells, CellTiter-Fluor viability, 18-24 h | Potency, µM (series often up to 46 µM), without a hit: at the top dose activity change, negative = cytotoxicity, usual class: inhibitors | 390,000 tested, 0.16% active | AID 504648; note: potency is the fitted concentration of half-maximal effect; % is set by controls: 0 for no effect and ±100 for the full control effect
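A549 ARE-Fluc cells in 5% FBS OPTI-MEM, 5000 cells/well, rested 2 h then exposed to compounds in concentration-response for 18-24 h at 37 °C. Viability by CellTiter-Fluor fluorescence (Ex 405/Em 525) after 30 min; luciferase luminescence (BugLite, 15 min, RT) read afterwards.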
Nrf2 activator – activators of Nrf2 (ARE) signaling; AREc32 ARE-luciferase reporter (MCF7-derived line), luminescence, 24 h; Potency, µM (top dose mostly 46.1 µM), for the others: at the highest dose activation, hits mostly activators; 410,000 tested, 0.31% active; note: potency is the fitted concentration of half-maximal effect; % of control where 0% means no effect; nearly all actives have a fitted effect of over 65% in size
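ARE-driven firefly luciferase activity in AREc32 cells measured after a 24 hr compound exposure at 37 deg C, using Steady-Glo reagent and a 30 min room-temperature hold.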
IL2 activator – activates IL-2 in a cell-based reporter assay | 360,000 tested, 0.065% active | IL-2 activation reporter assay, cell-based qHTS; stimulated with anti-CD3/CD4/CD28 beads; in transgenic mouse T cells | activation, % (series mostly up to about 46 µM); in the data active = activation above about 50%; inconclusive = mostly about 30% to 49%; note: 0% is about no effect
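Unstimulated transgenic mouse T cells, 750 per well, received compound and, after 60 minutes, anti-CD3/anti-CD4 bead plus anti-CD28 stimulation. EGFP and DsRed were quantified after 18 hours.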
Nrf2 block – Nrf2 pathway inhibition. 360,000 tested, 2.1% active. A549 ARE-Fluc reporter, luciferase luminescence, 18-24 h. Potency, µM (doses to about 46 µM), without a hit: at the top dose activity change, negative = inhibition, hits mostly inhibitors; note: potency is the fitted concentration of half-maximal effect; % is set by controls: 0 for no effect and ±100 for the full control effect; nearly all actives have a fitted effect of over 60% in size
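Two sequential reads on A549 ARE_Fluc cells exposed to compound for 18-24 h: a CellTiter-Fluor fluorescence read for viability, then a luciferase luminescence read for Nrf2/ARE activity.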
EPAC2 ag – activates human EPAC2 exchange factor; EPAC2 activation, biochemical qHTS; response scale: 100% = 6.5 mM cAMP response; AID 720711; 360,000 tested, 0.079% active; Potency, µM (top dose mostly 154 µM), without a hit: at the top dose activation, hits mostly activators; note: potency is the fitted concentration of half-maximal effect; nearly all actives have a fitted effect of over 50% in size
Target sequence (Q8WZA2 whole entry, looked up): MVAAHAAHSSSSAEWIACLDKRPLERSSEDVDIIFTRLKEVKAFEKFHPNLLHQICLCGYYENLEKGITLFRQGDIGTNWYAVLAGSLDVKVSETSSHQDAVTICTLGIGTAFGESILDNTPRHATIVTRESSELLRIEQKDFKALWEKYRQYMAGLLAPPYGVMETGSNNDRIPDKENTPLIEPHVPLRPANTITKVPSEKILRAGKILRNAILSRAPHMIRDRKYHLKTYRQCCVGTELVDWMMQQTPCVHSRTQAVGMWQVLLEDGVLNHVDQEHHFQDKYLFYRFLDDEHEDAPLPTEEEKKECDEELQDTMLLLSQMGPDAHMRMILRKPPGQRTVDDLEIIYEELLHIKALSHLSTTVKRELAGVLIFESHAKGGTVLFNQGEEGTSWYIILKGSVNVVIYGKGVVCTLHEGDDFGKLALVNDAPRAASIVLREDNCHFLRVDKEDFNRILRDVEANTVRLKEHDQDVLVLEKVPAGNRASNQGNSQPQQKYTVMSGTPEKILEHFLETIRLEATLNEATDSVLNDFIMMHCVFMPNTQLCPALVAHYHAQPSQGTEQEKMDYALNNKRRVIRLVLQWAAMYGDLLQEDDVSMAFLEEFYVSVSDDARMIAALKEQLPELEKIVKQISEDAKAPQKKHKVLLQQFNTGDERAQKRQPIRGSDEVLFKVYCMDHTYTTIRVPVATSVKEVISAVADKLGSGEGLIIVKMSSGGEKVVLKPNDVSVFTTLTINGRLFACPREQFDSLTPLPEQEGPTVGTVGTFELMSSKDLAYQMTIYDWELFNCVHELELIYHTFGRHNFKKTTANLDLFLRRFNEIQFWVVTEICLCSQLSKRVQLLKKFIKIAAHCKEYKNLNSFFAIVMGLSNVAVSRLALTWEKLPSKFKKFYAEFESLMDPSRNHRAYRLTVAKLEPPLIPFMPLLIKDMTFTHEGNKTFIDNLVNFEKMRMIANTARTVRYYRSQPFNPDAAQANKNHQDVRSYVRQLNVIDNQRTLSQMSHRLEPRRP
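Guanine nucleotide exchange by EPAC2 is measured as reduced fluorescence of BODIPY-GDP once it is released from 250 nM Rap1B. Plates are read kinetically for 30 min at room temperature; results are scaled to 6.5 mM cAMP.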
ATXN2 expr inh – inhibitors of ATXN2 expression | HEK-293 ATXN2-luciferase reporter, luminescence, 24 h | Potency, µM (series often up to 57 µM), for the others: top-dose activity change, negative = inhibition, usual class: inhibitors | 360,000 tested, 0.72% active; note: potency is the fitted concentration of half-maximal effect; % is set by controls: 0 for no effect and ±100 for the full control effect; nearly all actives have a fitted effect of over 55% in size
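qHTS (up to 57 uM final) was run with 24 h compound exposure of reporter cells at 37 °C. Each well was multiplexed: SteadyGlo luminescence measured ATXN2-luciferase expression after a fluorogenic Gly-Phe-AFC viability readout (25 uM final).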
* hit, by the source's call; i = inactive; ? = inconclusive; · = no result given; & = joins results of further samples; [ ] = remark or other dose. Unless noted, calls come from the whole dose curve; as a rule, active = well fitted curve in the direction sought with a large enough effect; inconclusive = small, poorly fitted or top-dose-only effect, or another doubt; inactive = no such curve, though single readings can be large; an effect the other way counts as inactive or inconclusive.

The opening 5 records, ahead of the listing:
1. N#Cc1ccccc1Oc1ccccc1C=O
2. COc1ncnc2c1ncn2CCCNCc1ccccc1
3. CCc1ccc(-n2c(=O)c3ccc(C(=O)NCCc4ccccc4)cc3n(Cc3ccccc3C#N)c2=O)cc1
4. O=C(Oc1ccc(-c2cnc3ccccc3n2)cc1)c1cccc([N+](=O)[O-])c1
5. COc1ccccc1CNC(=O)OCc1nccnc1C(=O)Nc1ccc(Br)cn1

compound no.,1,2,3,4,5
TGFb SMAD3 inh,-12.0%,-9.8%,-0.4%,0.0%,11.2%
S2 tox,i,i,i,i,?
HepG2 viability,-22.7%,-18.2%,-6.2%,-3.8%,-3.7%
A549 tox,0.2%,·,11.9%,0.2%,0.3%
Nrf2 activator,-0.7%,-0.4%,0.7%,0.2%,0.1%
IL2 activator,0.5,5.3,·,-0.1,3.2
Nrf2 block,8.4%,·,?,?,3.3%
EPAC2 ag,3.3%,2.5%,·,8.1%,-0.8%
ATXN2 expr inh,·,-0.4%,2.0%,63.8%[activator],·

The list itself, previewed entries included:
1. N#Cc1ccccc1Oc1ccccc1C=O
2. COc1ncnc2c1ncn2CCCNCc1ccccc1
3. CCc1ccc(-n2c(=O)c3ccc(C(=O)NCCc4ccccc4)cc3n(Cc3ccccc3C#N)c2=O)cc1
4. O=C(Oc1ccc(-c2cnc3ccccc3n2)cc1)c1cccc([N+](=O)[O-])c1
5. COc1ccccc1CNC(=O)OCc1nccnc1C(=O)Nc1ccc(Br)cn1
6. Cc1ccc(C2C(C#N)=C(N)Oc3n[nH]c(-c4cccs4)c32)s1 (centres undefined)
7. CCNC(=O)c1ccc(NC(=O)N2CCCCc3ccccc32)cc1
8. Cc1ccc(Nc2nc(=O)c3cccnc3s2)cc1
9. COc1ccc(CCNC(=O)c2cccc(S(=O)(=O)N3CCOCC3)c2)cc1OC
10. CC(C)(C)N(NC(=O)c1ccccc1)C(=O)c1cccc(C(=O)N(NC(=O)c2ccccc2)C(C)(C)C)c1

compound no.,1,2,3,4,5,6,7,8,9,10
TGFb SMAD3 inh,-12.0%,-9.8%,-0.4%,0.0%,11.2%,8.4%,2.7%,-16.9%,0.0%,6.0%
S2 tox,i,i,i,i,?,?,i,i,i,i
HepG2 viability,-22.7%,-18.2%,-6.2%,-3.8%,-3.7%,-16.8%,9.4%,-1.4%,0.9%,-33.4%
A549 tox,0.2%,·,11.9%,0.2%,0.3%,-4.3%,-0.5%,2.0%,7.4%,-12.0%
Nrf2 activator,-0.7%,-0.4%,0.7%,0.2%,0.1%,12.7%,-1.1%,7.0%,-0.3%,-0.6%
IL2 activator,0.5,5.3,·,-0.1,3.2,0.3,·,-2.3,0.2,0.1
Nrf2 block,8.4%,·,?,?,3.3%,8.2%,15.0%,?,8.9%,-6.6%
EPAC2 ag,3.3%,2.5%,·,8.1%,-0.8%,3.3%,·,-4.6%,2.9%,7.0%
ATXN2 expr inh,·,-0.4%,2.0%,63.8%[activator],·,0.6%,9.8%,63.7%[activator],-15.4%,-9.4%

11. COc1cccc(NC(=O)c2nc(SC)ncc2Cl)c1
12. NC(Cc1ccc(Cl)cc1)c1csc(Nc2ccc(S(N)(=O)=O)cc2)n1 (centres undefined)
13. O=C(CSc1nc2ccsc2c(=O)n1NC(=O)c1ccccc1)NCc1ccco1
14. C=CCSc1ncnc2sc(C)c(C)c12
15. Cc1ccnc(NC(=O)c2ccc(OCC3CCCO3)cc2)c1 (centres undefined)
16. CN(CC(=O)Nc1ccc(F)c(F)c1)S(=O)(=O)c1cccc2cccnc12
17. CC1CCN(CCCN2C(=O)C3C(C(=O)Nc4cccc(Cl)c4)C4C=CC3(O4)C2C(=O)NC2CCCCC2)CC1 (centres undefined)
18. COC(=O)C1=C(CS(=O)(=O)c2ccc(C)cc2C)NC(=O)NC1c1ccc(C)cc1 (centres undefined)
19. COc1ccc(-c2nc3c4ccccc4ccn3c2Cc2cccc(Cl)c2)cc1OC
20. CCN1CCN(C(=O)CN(CCc2ccccc2)S(C)(=O)=O)CC1

compound no.,11,12,13,14,15,16,17,18,19,20
TGFb SMAD3 inh,-1.4%,-3.0%,-3.4%,12.8%,2.3%,19.0%,5.0%,-6.9%,-28.5%,16.5%
S2 tox,i,?,i,i,i,i,i,i,?,i
HepG2 viability,-10.9%,-23.4%,-15.7%,-3.3%,-52.5%,24.6%,0.4%,-0.8%,-20.1%,-2.9%
A549 tox,1.9%,·,-5.8%,10.4%,3.3%,0.9%,?,-3.7%,·,-0.8%
Nrf2 activator,?,8.6%,?,6.9%,-2.2%,0.2%,-0.3%,-0.8%,12.4%,-0.8%
IL2 activator,0.2,-0.2,2.9,2.3,-3.5,-0.3,-0.5,·,-0.1,-1.2
Nrf2 block,1.4%,·,26.4%,-2.0%,?,-0.9%,-3.6%,-11.1%,·,-4.8%
EPAC2 ag,1.8%,7.6%,14.1%,13.9%,6.0%,8.6%,4.7%,·,7.5%,0.7%
ATXN2 expr inh,-17.4%,?,23.4%,·,5.62µM*,·,-10.4%,?,23.8%,-4.2%

21. Cc1ccc(-c2[nH][nH]c(=O)c(=O)c2N=Nc2ccccc2)cc1
22. COc1ccc2[nH]c(C(=O)N3CCc4ccccc4C3)c(C)c2c1
23. COC(=O)c1ccccc1COn1c(=O)c(C)[n+]([O-])c2ccccc21
24. Cc1cccc(OCCCSc2nc3ccc(C)cc3[nH]2)c1
25. CCCCCn1c(=O)[nH]c2cc(C(=O)N3CCN(c4cccc(Cl)c4)CC3)ccc2c1=O
26. CC(=O)c1cccc(NC(=O)NNC(=O)c2ccc3ccccc3c2)c1
27. CCN(CC)c1cc(NC2CCCCC2)c2c3c(onc13)-c1ccccc1C2=O
28. COc1ccc(CCNc2nc(Cl)nc(NC(C)(C)CO)n2)cc1OC
29. Cn1nc(C(=O)N2CCN(c3ccccc3)CC2)c2c1-c1ccccc1S(=O)(=O)C2
30. O=c1[nH]cnc(O)c1C(c1ccc2c(c1)OCO2)c1c(O)nc[nH]c1=O

compound no.,21,22,23,24,25,26,27,28,29,30
TGFb SMAD3 inh,7.8%,?,-1.0%,?,?,1.2%,-0.3%,14.6%,-4.2%&2.8%,-5.6%
S2 tox,i,i,i,i,i,i,?,i,i,i
HepG2 viability,-1.3%,-27.0%,5.0%,-21.9%,5.0%,0.1%,-10.4%,-0.7%,14.1%&4.8%,-3.5%
A549 tox,4.2%,8.6%,4.8%,1.9%,0.2%,-5.4%,-22.9%,-1.1%,-2.7%&1.3%,7.3%
Nrf2 activator,-0.4%,3.3%,5.1%,1.8%,0.3%,-0.6%,0.3%,2.7%,0.4%&-1.1%,-0.4%
IL2 activator,-0.8,2.1,-1.7,-4.0,·,0.6,·,-0.1,-1.0,-2.5
Nrf2 block,11.6%,18.4µM*,18.9%,8.4%,2.9%[9.27 µM],4.0%,-11.4%,-9.0%,-8.2%&-16.1%,20.0%
EPAC2 ag,-11.9%,-4.3%,-5.1%,8.9%,·,-1.4%,·,-2.2%,11.0%,13.7%
ATXN2 expr inh,4.9%,·,-0.9%,-8.0%,6.4%,-1.8%,-13.2%,-11.7%,-11.1%&0.9%,·

31. O=C(NCCc1ccccc1)c1ccc2c(c1)S(=O)(=O)N=C1CCCCCN12
32. Cc1cc(NC(=O)C(C)C)n(-c2nc3ccccc3s2)n1
33. CCN(CC)CCN1C(=O)C(O)=C(C(=O)c2cccs2)C1c1ccccn1 (centres undefined)
34. COc1ccccc1Cc1nc2ccccc2nc1SCC(=O)Nc1cc(Cl)ccc1OC
35. O=C(NC1CC(=O)N(c2ccccc2)C1)c1ccco1 (centres undefined)
36. CC(C)(O)[C@@H]1CC[C@@](C)(C2CC[C@]3(C)C2[C@H](O)CC2[C@@]4(C)CC[C@H](O)C(C)(C)C4[C@@H](O[C@H]4O[C@@H](CO)[C@H](O)[C@@H](O)[C@@H]4O[C@@H]4O[C@H](CO)[C@@H](O)[C@H](O)[C@H]4O)C[C@]23C)O1 (stereo in doubt)
37. Cc1ccc(OCC(O)Cn2c(=N)n(Cc3ccccc3)c3ccccc32)cc1 (centres undefined)

compound no.,31,32,33,34,35,36,37
TGFb SMAD3 inh,-3.0%,-12.6%,-8.8%,-2.4%,1.2%,16.6%,?
S2 tox,?,i,i,·,·,i,?
HepG2 viability,-1.6%,-17.0%,-4.7%,4.5%,-0.6%,-0.5%,12.6µM*
A549 tox,-0.7%,0.7%,3.2%,4.6%,-5.4%,0.9%,-0.1%
Nrf2 activator,-0.7%,1.4%,9.8%,3.1%,-0.8%,0.2%,-2.3%
IL2 activator,0.5,-1.6,0.3,·,·,-0.4,-0.7
Nrf2 block,4.0%,?,11.3%,·,·,16.4%,?
EPAC2 ag,-1.0%,-4.3%,3.1%,·,·,4.7%,-3.9%
ATXN2 expr inh,·,·,4.7%,·,·,11.7%,?
